High-throughput results: PubChem, Sanford-Burnham Center for Chemical Genomics
NOD2 inhibition = NOD2 signaling inhibitors, cell-based, luminescence, uHTS, HEK293 (AID 1566). HEK293 NOD2/NF-kB luciferase reporter, luminescence; higher % means a stronger effect. 290,000 compounds, 0.63% hits. inhibition, % at 4 µM; hits with a dose series show EC50 in µM; further: many of its hits are not listed in these tables
XIAP antagonists = XIAP antagonists, biochemical, IAP family, fluorescence polarization (AID 1018). 200,000 compounds, 0.007% hits. one-dose displacement, % at 20 µM; IC50 in µM for titrated hits. XIAP BIR domain, fluorescence polarization peptide displacement; higher % means a stronger effect; in the data active means displacement above about 50%; further: a part of the inactive calls stands beside numbers as strong as those of hits
PMI inhibitors = inhibitors of human PMI, primary screen, biochemical, fluorescence intensity, coupled assay (AID 1209) | purified PMI enzyme, coupled fluorescence intensity; higher % means a stronger effect | inhibition, % at 20 µM, or IC50 in µM where a hit was titrated | 190,000 compounds, 0.42% hits;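 further: plate controls were DMSO vehicle for no effect and wells lacking substrate for full effect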
TNAP activation fold = human TNAP enzyme activators, primary screen, biochemical, luminescent, no phosphate acceptor, uHTS (AID 1001); purified TNAP, luminescent activation assay, no phosphate acceptor; higher activation fold means a stronger effect; one-dose activation fold at 20 µM; EC50 in µM for titrated hits; 200,000 compounds, 0.03% hits; in the data active means activation fold from about 3, or a potency from the dose series; inactive means the rest, 99 in 100 with activation fold below about 1.6; further: many of its hits are not listed in these tables
NOD1 inhibition = NOD1 signaling inhibitors, primary screen, cell-based, luminescence, uHTS (AID 1578) | NOD1-driven NF-kB luciferase reporter cells, luminescence; higher % means a stronger effect | inhibition, % at 4 µM, or EC50 in µM where a hit was titrated | 290,000 compounds, 1% hits; in the data active means inhibition mostly above about 36%, no sharp cut-off; inactive means mostly below about 34%;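 further: HEK-293T reporter cells stimulated with the NOD1 agonist gamma-tri-DAP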
KOR beta-arrestin-1 = KOR antagonists, beta-arrestin recruitment, cell-based, luminescence, uHTS (AID 1778) | KOR beta-arrestin recruitment, luminescence, antagonist mode; higher % means a stronger effect | one-dose inhibition, % at 10 µM; IC50 in µM for titrated hits | 290,000 compounds, 0.091% hits; further: strong numbers were not always called active
human PMI inhibitors = human PMI inhibitors, high substrate, primary screen, biochemical, fluorescence intensity, high mannose 6-phosphate (AID 1220). recombinant PMI enzyme, coupled fluorescence intensity; higher % means a stronger effect. inhibition, % at 20 µM, or IC50 in µM where a hit was titrated. 190,000 compounds, 0.66% hits
LYP phosphatase = PTPN22 lymphoid phosphatase activity blockers – biochemical, fluorescence intensity, uHTS (AID 1779). recombinant LYP phosphatase, fluorescence intensity; higher % means a stronger effect. inhibition, % at 11.5 µM, or IC50 in µM where a hit was titrated. 290,000 compounds, 0.054% hits;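 further: plate controls were vehicle with enzyme for no effect and no enzyme for full effect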
KOR beta-arrestin-2 = kappa opioid receptor activators – cell-based, luminescence, uHTS, primary screen (AID 1777); activation, % at 10 µM, or EC50 in µM where a hit was titrated; KOR beta-arrestin recruitment, luminescence; higher % means a stronger effect; 280,000 compounds, 0.02% hits; in the data active means activation above about 50%, passing the limit was not always enough; further: a part of the inactive calls stands beside numbers as strong as those of hits
An asterisk follows results filed as active; [ ] = dose if it differs, or a comment. Unless noted, no stated cut-off is given here; in the data, active means inhibition above about 50%; inactive means the rest.

Sample of the layout, 4 compounds:
For Cc1ccnc2nc(C(=O)OCCOc3ccc(Cl)cc3)nn12 the results were NOD2 inhibition 5%, XIAP antagonists -10%, PMI inhibitors -23%, TNAP activation fold 1.1, NOD1 inhibition -18%, KOR beta-arrestin-1 9%, human PMI inhibitors -12%, LYP phosphatase -6% and KOR beta-arrestin-2 -4.3%.
O=c1c(-c2ccc(Cl)cc2)[n+]([O-])c2ccccc2n1OCc1ccccn1 was read as NOD2 inhibition -24%, XIAP antagonists -0.6%, PMI inhibitors 5%, TNAP activation fold 1.1, NOD1 inhibition -1%, KOR beta-arrestin-1 -38%, human PMI inhibitors 5%, LYP phosphatase 0% and KOR beta-arrestin-2 14%.
`Oc1ccccc1C1CC(c2cccs2)=NC(c2cccc(Br)c2)N1` (stereo not given) gave NOD2 inhibition -15%, XIAP antagonists -8.4%, PMI inhibitors 25%, TNAP activation fold 1.1, NOD1 inhibition -24%, KOR beta-arrestin-1 -9%, human PMI inhibitors 15%, LYP phosphatase 0% and KOR beta-arrestin-2 1.9%.
Screening COc1ccc(-c2noc(CCC(=O)NCC3CCCO3)n2)cc1 (stereo not given) returned NOD2 inhibition -8%, NOD1 inhibition -2%, KOR beta-arrestin-1 -17%, LYP phosphatase -4% and KOR beta-arrestin-2 -1.4%.

Results, previewed entries included:
For Cc1ccnc2nc(C(=O)OCCOc3ccc(Cl)cc3)nn12 the results were NOD2 inhibition 5%, XIAP antagonists -10%, PMI inhibitors -23%, TNAP activation fold 1.1, NOD1 inhibition -18%, KOR beta-arrestin-1 9%, human PMI inhibitors -12%, LYP phosphatase -6% and KOR beta-arrestin-2 -4.3%.
O=c1c(-c2ccc(Cl)cc2)[n+]([O-])c2ccccc2n1OCc1ccccn1 was read as NOD2 inhibition -24%, XIAP antagonists -0.6%, PMI inhibitors 5%, TNAP activation fold 1.1, NOD1 inhibition -1%, KOR beta-arrestin-1 -38%, human PMI inhibitors 5%, LYP phosphatase 0% and KOR beta-arrestin-2 14%.
`Oc1ccccc1C1CC(c2cccs2)=NC(c2cccc(Br)c2)N1` (stereo not given) gave NOD2 inhibition -15%, XIAP antagonists -8.4%, PMI inhibitors 25%, TNAP activation fold 1.1, NOD1 inhibition -24%, KOR beta-arrestin-1 -9%, human PMI inhibitors 15%, LYP phosphatase 0% and KOR beta-arrestin-2 1.9%.
Screening COc1ccc(-c2noc(CCC(=O)NCC3CCCO3)n2)cc1 (stereo not given) returned NOD2 inhibition -8%, NOD1 inhibition -2%, KOR beta-arrestin-1 -17%, LYP phosphatase -4% and KOR beta-arrestin-2 -1.4%.
Cn1c(SCc2cccc(Cl)c2)nc(C(F)(F)F)cc1=O was read as NOD2 inhibition 12%, XIAP antagonists -5.9%, PMI inhibitors 8%, TNAP activation fold 1, NOD1 inhibition -14%, KOR beta-arrestin-1 -19%, human PMI inhibitors 13%, LYP phosphatase 0% and KOR beta-arrestin-2 5.1%.
NC(=S)NNc1cccc2cccnc12 was read as NOD2 inhibition -59%, XIAP antagonists -5.3%, PMI inhibitors 43%, TNAP activation fold 0.6, NOD1 inhibition 45%, KOR beta-arrestin-1 19%[20 µM], human PMI inhibitors 4%, LYP phosphatase -8% and KOR beta-arrestin-2 5.2%.
Screening Cc1cc(C)cc(NC(=O)CSc2nnc(-c3cc(C)[nH]n3)n2N)c1 returned NOD2 inhibition 4%, NOD1 inhibition -8%, KOR beta-arrestin-1 -18%, LYP phosphatase -10% and KOR beta-arrestin-2 -1.9%.
`COC(=O)c1ccc(C)c(NS(=O)(=O)c2ccc(C)c([N+](=O)[O-])c2)c1` gave NOD2 inhibition 3%, XIAP antagonists -0.4%, PMI inhibitors 9%, TNAP activation fold 1, KOR beta-arrestin-1 -11%, human PMI inhibitors 10%, LYP phosphatase 4% and KOR beta-arrestin-2 3.5%.
Nc1nc(NCc2ccco2)nc(N2CCCCC2)c1[N+](=O)[O-] was read as NOD2 inhibition 21%, XIAP antagonists -7.4%, PMI inhibitors -6%, TNAP activation fold 1.1, NOD1 inhibition -1%, KOR beta-arrestin-1 7%, human PMI inhibitors 6%, LYP phosphatase -2% and KOR beta-arrestin-2 8.3%.
For CN(Cc1cccc(F)c1)C(=O)c1ccccc1Sc1ccccc1C#N the results were NOD2 inhibition -10%, NOD1 inhibition -32%, KOR beta-arrestin-1 8%, LYP phosphatase -6% and KOR beta-arrestin-2 1.1%.
Screening CC1(C)CC(=O)C2=C(C1)OC(N)=C(C#N)C2c1ccccc1 (stereo not given) returned NOD2 inhibition -2%, XIAP antagonists -2.4%, PMI inhibitors -5%, TNAP activation fold 1.1, NOD1 inhibition -5%, KOR beta-arrestin-1 0%, human PMI inhibitors -1%, LYP phosphatase -6% and KOR beta-arrestin-2 -0.5%.
For CCOc1cc(/C=N/O)ccc1OCc1ccc(F)cc1 the results were NOD2 inhibition -2%, XIAP antagonists -0.3%, PMI inhibitors 0%, TNAP activation fold 1.1, NOD1 inhibition -34%, KOR beta-arrestin-1 -7%, human PMI inhibitors -3%, LYP phosphatase -3% and KOR beta-arrestin-2 3.0%.
Screening O=C(Nc1ccc2oc(-c3ccccc3F)nc2c1)c1ccco1 returned NOD2 inhibition -54%, XIAP antagonists -2.4%, PMI inhibitors -2%, TNAP activation fold 1.1, NOD1 inhibition -48%, KOR beta-arrestin-1 24%, human PMI inhibitors -2%, LYP phosphatase -1% and KOR beta-arrestin-2 -4.7%.
For CC(=O)c1cccc(NC(=O)CCn2c(=S)oc3ccccc32)c1 the results were NOD2 inhibition -2%, NOD1 inhibition -6%, KOR beta-arrestin-1 9%, LYP phosphatase -7% and KOR beta-arrestin-2 -4.2%.
COC(=O)c1ccc(CSc2nnc(CNC(=O)c3ccc(OC)cc3)o2)o1 was read as NOD2 inhibition -2%, XIAP antagonists -1.3%, PMI inhibitors -16%, TNAP activation fold 1, NOD1 inhibition -60%, KOR beta-arrestin-1 -32%, human PMI inhibitors -7%, LYP phosphatase -3% and KOR beta-arrestin-2 3.6%.
O=C1CSC(c2ccncc2)N1Cc1ccc(F)cc1 (stereo not given) was read as NOD2 inhibition -7%, NOD1 inhibition -7%, KOR beta-arrestin-1 -8%, LYP phosphatase -2% and KOR beta-arrestin-2 -2.3%.
Screening O=C(COC(=O)C1c2ccccc2Oc2ccccc21)Nc1ccc2c(c1)OCO2 returned NOD2 inhibition -2%, XIAP antagonists -1.7%, PMI inhibitors 14%, TNAP activation fold 1, NOD1 inhibition 3%, KOR beta-arrestin-1 13%, human PMI inhibitors 6%, LYP phosphatase 2% and KOR beta-arrestin-2 0.8%.
`CCCNC(=O)c1nnsc1Sc1ccc(Cl)cc1` gave NOD2 inhibition -8%, XIAP antagonists -6.8%, PMI inhibitors 16%, TNAP activation fold 1.1, NOD1 inhibition -12%, KOR beta-arrestin-1 14%, human PMI inhibitors 14%, LYP phosphatase -2% and KOR beta-arrestin-2 0.4%.
For CCc1ccc(Nc2nc(C)cc(C)n2)cc1 the results were NOD2 inhibition -25%, NOD1 inhibition 28%, KOR beta-arrestin-1 -14%, LYP phosphatase -10% and KOR beta-arrestin-2 1.6%.
`COc1cc(-c2nc3cccc(C)n3c2NCC2CCCO2)ccc1O` (stereo not given) gave NOD2 inhibition -5%, XIAP antagonists -6.8%, PMI inhibitors -5%, TNAP activation fold 1.1, NOD1 inhibition -28%, KOR beta-arrestin-1 -53%[20 µM], human PMI inhibitors 27% and LYP phosphatase -14%.
Screening Cc1ccc(-c2nc3sc4c(c3c(=O)n2N)CC(C)(C)OC4)cc1 returned NOD2 inhibition 11%, XIAP antagonists -9.4%, PMI inhibitors 7%, TNAP activation fold 1, NOD1 inhibition -26%, KOR beta-arrestin-1 -10%, human PMI inhibitors 5%, LYP phosphatase -1% and KOR beta-arrestin-2 -5.6%.
O=Cc1ccc2ccc3cccnc3c2n1 was read as NOD2 inhibition 1%, NOD1 inhibition -12%, KOR beta-arrestin-1 -29%, LYP phosphatase -7% and KOR beta-arrestin-2 2.1%.
`CCOC(=O)c1sc(=S)n2c1[nH]c(=O)c1ccc(C(=O)OC)cc12` gave NOD2 inhibition 48%, XIAP antagonists -0.3%, PMI inhibitors 69%*, TNAP activation fold 1, NOD1 inhibition -6%, KOR beta-arrestin-1 -5%, human PMI inhibitors 40%, LYP phosphatase 1% and KOR beta-arrestin-2 -0.1%.
`CCN1CCN(/C=N/c2nc(C)cs2)CC1` gave NOD2 inhibition -35%, XIAP antagonists -5.4%, PMI inhibitors 8%, TNAP activation fold 1, NOD1 inhibition -24%, KOR beta-arrestin-1 -4%, human PMI inhibitors 11%, LYP phosphatase -14% and KOR beta-arrestin-2 -0.9%.
For CC(=O)c1cccc(NC(=O)N[C@@H](CC(C)C)C(=O)O)c1 the results were NOD2 inhibition 7%, XIAP antagonists 0.9%, PMI inhibitors -4%, TNAP activation fold 1.1, NOD1 inhibition 9%, KOR beta-arrestin-1 -5%, human PMI inhibitors 0%, LYP phosphatase -5% and KOR beta-arrestin-2 6.5%.
N#Cc1c(-c2ccc(Cl)cc2)c(C#N)c(=O)n(N)c1N was read as NOD2 inhibition 10%, XIAP antagonists -4.7%, PMI inhibitors 2%, TNAP activation fold 1, NOD1 inhibition -24%, KOR beta-arrestin-1 -42%, human PMI inhibitors -4%, LYP phosphatase -8% and KOR beta-arrestin-2 5.8%.
`Cn1ncc2c(NCc3cccc(C(F)(F)F)c3)c(C(=O)O)cnc21` gave NOD2 inhibition -2%, XIAP antagonists -8.5%, PMI inhibitors -13%, TNAP activation fold 1.1, NOD1 inhibition -25%, KOR beta-arrestin-1 10%, human PMI inhibitors -16%, LYP phosphatase 2% and KOR beta-arrestin-2 -4.4%.
`CO/N=C1\CCCc2c(C(=O)NN)sc(SC)c21` gave NOD2 inhibition 21%, NOD1 inhibition -13%, KOR beta-arrestin-1 5%, LYP phosphatase 4% and KOR beta-arrestin-2 1.0%.
Screening CC(=O)c1ccc(OCc2cc(C(=O)N3CC[C@@H]4CCCC[C@H]4C3)no2)cc1 returned NOD2 inhibition -4%, NOD1 inhibition -48%, KOR beta-arrestin-1 -17%, LYP phosphatase -4% and KOR beta-arrestin-2 7.5%.
Cc1ccccc1OCC(O)Cn1c(N2CCCCC2)nc2c1c(=O)[nH]c(=O)n2C (stereo not given) was read as NOD2 inhibition 28%, NOD1 inhibition -15%, KOR beta-arrestin-1 -11%, LYP phosphatase -8% and KOR beta-arrestin-2 -3.4%.
`CN(C)S(=O)(=O)c1ccc(Cl)c(NC(=O)CN2CCNC(=O)C2)c1` gave NOD2 inhibition 5%, XIAP antagonists -5.6%, PMI inhibitors -1%, TNAP activation fold 1.1, NOD1 inhibition -7%, KOR beta-arrestin-1 -50%, human PMI inhibitors 1%, LYP phosphatase 1% and KOR beta-arrestin-2 1.4%.
For Cc1cc(C)cc(N(C(=O)CNC(=O)c2ccco2)C(C(=O)NC2CCCCC2)c2ccncc2)c1 (stereo not given) the results were NOD2 inhibition 14%, NOD1 inhibition 6%, KOR beta-arrestin-1 12%, LYP phosphatase -5% and KOR beta-arrestin-2 0.8%.
COc1ccccc1C(=O)NC(=S)Nc1ccc(Cc2ccncc2)cc1 was read as NOD2 inhibition 22%, NOD1 inhibition -4%, KOR beta-arrestin-1 27%, LYP phosphatase -7% and KOR beta-arrestin-2 28%.
`O=C(COC(=O)Cc1cn2ccsc2n1)NC12CC3CC(CC(C3)C1)C2` gave NOD2 inhibition -4%, XIAP antagonists -5.0%, PMI inhibitors 0%, TNAP activation fold 1.2, NOD1 inhibition -14%, KOR beta-arrestin-1 18%, human PMI inhibitors 2%, LYP phosphatase -2% and KOR beta-arrestin-2 3.6%.

These rows are one share of the data; count on the stated rates, not on these rows.
